Source: PubChem BioAssay (several laboratories)
PP5 inh = blocks human protein phosphatase 5 activity. P53041. purified PP5c, OMFP substrate fluorescence. inhibition, % at 6.7 µM. 0.18% of 320,000 active;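 active = inhibition above the campaign's mean inhibition across all tested compounds plus 3 SD, cut at about 9.5% in these data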;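 also: 0% = DMSO only and 100% = 100 µM cantharidin control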
PREPL inhibitor = inhibits the human prolyl oligopeptidase-like enzyme. Q4J6C6. recombinant PREPL, fluorescence polarization activity-based probe. inhibition, % at 5.96 µM. 0.68% of 320,000 active; in the data active = inhibition above about 43%;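 also: 0% = enzyme with DMSO and 100% = wells lacking enzyme; many of its hits are not listed in these tables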
Target sequence (Q4J6C6 whole entry, looked up): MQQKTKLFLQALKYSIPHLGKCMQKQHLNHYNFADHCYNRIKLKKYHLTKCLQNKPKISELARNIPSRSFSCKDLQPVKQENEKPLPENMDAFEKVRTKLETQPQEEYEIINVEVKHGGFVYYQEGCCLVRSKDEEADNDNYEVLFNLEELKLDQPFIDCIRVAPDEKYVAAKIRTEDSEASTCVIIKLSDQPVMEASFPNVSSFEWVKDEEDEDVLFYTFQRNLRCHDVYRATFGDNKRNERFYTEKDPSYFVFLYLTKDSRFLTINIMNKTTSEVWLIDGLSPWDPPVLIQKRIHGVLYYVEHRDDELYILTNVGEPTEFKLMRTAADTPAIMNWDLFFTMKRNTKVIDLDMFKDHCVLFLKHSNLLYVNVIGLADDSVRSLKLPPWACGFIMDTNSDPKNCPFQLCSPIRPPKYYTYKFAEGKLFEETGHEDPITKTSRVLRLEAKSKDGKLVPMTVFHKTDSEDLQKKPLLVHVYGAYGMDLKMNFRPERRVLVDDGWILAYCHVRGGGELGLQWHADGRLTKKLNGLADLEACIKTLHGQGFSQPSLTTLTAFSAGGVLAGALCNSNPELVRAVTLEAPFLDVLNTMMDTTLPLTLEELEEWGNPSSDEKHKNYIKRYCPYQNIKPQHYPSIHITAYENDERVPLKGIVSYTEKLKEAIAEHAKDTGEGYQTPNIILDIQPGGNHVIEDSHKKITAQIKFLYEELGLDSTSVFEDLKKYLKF
CTSL1 counter = cathepsin L1 inhibition, PFM18AAP counter-screen | recombinant F. hepatica cathepsin L1, Z-Leu-Arg-MCA fluorescence | inhibition, % at 5.96 µM | 0.49% of 300,000 active;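 active = inhibition above the mean of all tested compounds plus 3 SD, set per screening campaign, cut at about 17% in these data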;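 also: 0% = plate median of test compound wells and 100% = 1 µM Z-Phe-Ala-diazomethylketone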
PP1 counter = counter-screen for PP5 inhibitors: inhibitors of human PP1-alpha; P62136; purified PP1alpha, OMFP fluorescence; 0.9% of 320,000 active; AID 2235; inhibition, % at 6.7 µM;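 active = inhibition above the mean inhibition of all tested compounds plus 3 SD, computed separately for each screening campaign, cut at about 15% in these data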
ZTA DNA inh = counter-screen for EBNA-1 inhibitors: inhibitors of Epstein-Barr virus ZTA; ZTA-DNA binding, fluorescence polarization; 0.15% of 320,000 active; P03206; inhibition, % at 11 µM; in the data active = inhibition above about 33%
Target sequence (P03206 whole entry, looked up): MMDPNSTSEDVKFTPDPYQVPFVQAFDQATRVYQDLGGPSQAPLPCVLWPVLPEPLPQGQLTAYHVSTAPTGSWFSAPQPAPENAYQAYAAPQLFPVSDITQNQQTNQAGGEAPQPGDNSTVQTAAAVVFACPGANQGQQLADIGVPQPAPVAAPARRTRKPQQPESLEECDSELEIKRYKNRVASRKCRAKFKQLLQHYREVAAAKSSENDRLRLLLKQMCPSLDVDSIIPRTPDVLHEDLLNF
TPT1 inhibitor = inhibitors of Candida albicans tRNA 2'-phosphotransferase TPT1; recombinant caTPT1, FP RNA substrate dephosphorylation; inhibition, % at 5 µM; 0.81% of 300,000 active; AID 1962;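 active = inhibition above the mean of all tested compounds plus 3 SD, set per screening campaign, cut at about 24% in these data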;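 also: plate controls were DMSO alone for no effect and ferristatin control at 100 nM for full effect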
Efflux pump inh = blocks antifungal efflux pumps in multiplex yeast assay; 0.44% of 330,000 active; inhibition, % at 10 µM; AID 485275; S. cerevisiae Candida pump triplex, Nile Red efflux;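 active = plate passing quality check with inhibition over a set limit, or well fluorescence over plate mean plus 4 SD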;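 also: Nile Red retained in pooled yeast measured as flow cytometry median fluorescence; 0% = buffer negative control and 100% = Enniatin B positive control; higher means more Nile Red kept so more efflux inhibition; some compounds called inactive have numbers as strong as hits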
core dimer inh = HCV core protein dimerization inhibition; TR-FRET GST/Flag-core106 dimerization, 1536-well; inhibition, % at 5 µM; 0.33% of 300,000 active;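 active = inhibition above the mean of all tested compounds plus 3 SD, set per screening campaign, cut at about 45% in these data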
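System: GST-tagged and Flag-tagged HCV core protein residues 1-106 / Input: core106 proteins, GST 13.5 nM and Flag 17 nM / Buffer or medium: KF-containing HEPES buffer, pH 7.45, DTT, CHAPS, BSA / Probe or stimulus: Eu-anti-GST and XL665-anti-Flag labelled anti-tag antibodies / Schedule: 4 h, 22.5 °C incubation / Technique: TR-FRET 671 and 617 nm emission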
EBNA-1 inhibitor = blocks EBNA-1 binding to DNA; EBNA-1 DNA binding, fluorescence polarization; inhibition, % at 14.8 µM; 0.34% of 300,000 active; AID 1950; in the data active = inhibition above about 28%
The depositor's hits bear a star; / = not tested or not shown; + = active, no number. Not all compounds are listed, so the mix of outcomes need not match the whole.

Second line of a record: PP5 inh, PREPL inhibitor, CTSL1 counter, PP1 counter, ZTA DNA inh, TPT1 inhibitor, Efflux pump inh, core dimer inh, EBNA-1 inhibitor
#1 CCOC(=O)C1CCN(c2c(NCCCN3CCCCC3)c(=O)c2=O)CC1
  0.5, -2, -1, -4, 1, -2, -0.1, -2, 6
#2 CCOC(=O)C1=C(c2ccccc2)OC(N)=C(C#N)C1C(C)C (stereo not drawn)
  3.9, 3, -1, -1, -5, 2, 0.2, -3, 5
#3 CC(C)c1ccc2c(c1)C1Cc3ccccc3C1N2 (stereo not drawn)
  4.1, -5, -1, 5, 1, 29*, -0.1, 10, 5
#4 O=C(NCCCn1ccnc1)/C(=C\c1ccccc1Cl)NC(=O)c1ccccc1
  2.4, 1, 1, -3, -13, -1, -0.5, 0, -4
#5 CC(C)(C)NC(=O)CN1CCC(O)(c2ccc3c(c2)OCO3)CC1
  2.5, 12, -4, -1, -16, -5, -0.1, -3, 4
#6 CN(CCO)S(=O)(=O)c1ccc2c(c1)C(=NO)c1cc(S(=O)(=O)N(C)CCO)ccc1-2
  -1.0, 3, -3, 0, 12, -6, -0.1, 3, -1
#7 S=C(Nc1ccccc1)Nc1nc2ccccc2n1CCOc1ccccc1
  3.5, -7, 2, 6, 0, 2, 0.2, 10, -13
#8 COc1ccccc1CN1C[C@@H]2C[C@@H](c3ccc(Cl)cc3)N3CCC[C@@]23C1=O
  0.6, 2, 0, -1, -15, -1, -0.1, 7, -1
#9 O=S(=O)(N1CCOCC1)n1cnc2ccccc21
  4.2, 8, 2, -4, -10, -2, 0.8, -3, -16
#10 CCOC(=O)C1(C)/C(=N/Nc2ccc(S(N)(=O)=O)cc2)C(=O)C(=O)N1c1ccccc1 (stereo not drawn)
  2.4, 4, 4, 4, -22, -6, -0.1, 0, -4
#11 CN1C(=O)/C(=C/c2ccco2)SC1=Nc1cccc(C(=O)O)c1
  -2.2, 4, 5, -3, 34*, -1, 0.0, 1, 4
#12 CC1(C)C2CCC1(C)C(OC(=O)CCn1ccnc1)C2 (stereo not drawn)
  -1.2, 6, 1, -2, 8, -1, 0.0, -1, 12
#13 COc1cccc(-n2cc3c(=O)n(C)c(=O)n(C)c3c2)c1
  2.5, 6, -3, -1, -8, -2, 0.0, 5, -5
#14 COc1cc(/C=N/N2CCCCC2)cc(OC)c1O
  -0.7, 8, 10, 1, 9, 4, 0.1, 0, 12
#15 Cc1c(CCC(=O)N[C@@H](C)C(=O)O)c(=O)oc2cc3occ(-c4ccccc4)c3cc12
  -0.7, -5, 2, 3, 0, -1, 0.1, 8, 13
#16 O=C(CN1C(=O)NC2(CCCC2)C1=O)Nc1cc(C(F)(F)F)ccc1N1CCCCC1
  2.3, -7, 5, 1, 6, 2, 0.0, 0, 4
#17 COc1ccccc1N1CCN(C(=O)c2ccc3c(=O)n(Cc4ccco4)c(=S)[nH]c3c2)CC1
  4.6, 7, 2, 2, 10, 2, 0.1, 12, -2
#18 COc1ccc(Br)cc1CN(C)C(=O)c1cnc(C)cn1
  -2.5, -2, -7, -2, 5, -2, -0.1, 5, 5
#19 COc1cccc(CC2(CO)CCCN(C(=O)c3cc[n+]([O-])cc3)C2)c1 (stereo not drawn)
  2.9, 20, 1, 4, -13, -4, -0.1, -19, -8
#20 O=c1[nH]c(-c2ccccc2)nnc1-c1ccccc1
  2.9, -5, 1, 1, 3, -3, 0.0, -2, 11
#21 COc1cc(C(=O)NNC(=O)Cc2ccc(S(=O)(=O)N3CCOCC3)s2)cc(OC)c1OC
  -1.1, 5, -4, 0, 4, -2, -0.1, -3, -4
#22 CC(C)c1ccccc1NC1=CC(=O)CC(C)(C)C1
  1.1, 5, 1, 5, 1, 6, 0.2, -1, 6
#23 O=C(O)c1ccc(NS(=O)(=O)c2ccc(Cl)c(C(=O)Nc3ccccc3)c2)cc1
  2.6, 5, -1, -1, -3, 0, 0.1, 3, -3
#24 COc1ccccc1Cn1c(=S)[nH]c2cc(C(=O)N3CCN(C)CC3)ccc2c1=O
  -0.8, 2, 0, -7, 4, 0, -0.1, 2, 9
#25 Brc1ccc(/C=N/Nc2nncc(-c3ccccc3)n2)o1
  0.1, 3, -3, -4, -8, -4, -0.3, 2, -2
#26 CCOC(=O)C1=C(C)N=c2s/c(=C/c3cccc([N+](=O)[O-])c3O)c(=O)n2C1c1ccc(OC)cc1OC (stereo not drawn)
  1.5, -2, -3, 3, -1, 4, 0.7*, 21, -5
#27 Oc1c(/C=N/c2ncn[nH]2)ccc2ccccc12
  0.8, 5, -3, -4, -4, 1, -0.1, -5, 4
#28 CC(=O)Nc1ccc(C(=O)CN2C(=O)NC3(CCOc4ccccc43)C2=O)c(F)c1 (stereo not drawn)
  0.7, -15, /, -4, 16, /, 0.0, /, /
#29 Cc1cccc(C)c1OCC(O)Cn1ccnc1C (stereo not drawn)
  0.7, 4, 0, 0, 0, -4, -0.2, 3, -5
#30 NS(=O)(=O)c1ccc(CNC(=O)c2ccc3ccccc3n2)cc1
  -3.0, -4, 3, -4, 20, 1, 0.0, -2, 4

In the list so far, these contain an NH in an aromatic ring:
Second line of a record: PP5 inh, PREPL inhibitor, CTSL1 counter, PP1 counter, ZTA DNA inh, TPT1 inhibitor, Efflux pump inh, core dimer inh, EBNA-1 inhibitor
#17 COc1ccccc1N1CCN(C(=O)c2ccc3c(=O)n(Cc4ccco4)c(=S)[nH]c3c2)CC1
  4.6, 7, 2, 2, 10, 2, 0.1, 12, -2
#20 O=c1[nH]c(-c2ccccc2)nnc1-c1ccccc1
  2.9, -5, 1, 1, 3, -3, 0.0, -2, 11
#24 COc1ccccc1Cn1c(=S)[nH]c2cc(C(=O)N3CCN(C)CC3)ccc2c1=O
  -0.8, 2, 0, -7, 4, 0, -0.1, 2, 9
#27 Oc1c(/C=N/c2ncn[nH]2)ccc2ccccc12
  0.8, 5, -3, -4, -4, 1, -0.1, -5, 4

Going on with the list:
Second line of a record: PP5 inh, PREPL inhibitor, CTSL1 counter, PP1 counter, ZTA DNA inh, TPT1 inhibitor, Efflux pump inh, core dimer inh, EBNA-1 inhibitor
#31 CCOC(=O)CSc1nc2sc(C)c(C)c2c(=O)n1C
  1.7, 17, 2, -8, 4, 2, 0.2, 0, -20
#32 O=C(NC1CCCCC1)C1COc2ccccc2O1 (stereo not drawn)
  -2.1, 6, 0, -3, 3, -2, 0.0, -2, 1
#33 COc1ccccc1N1CCN(C(=O)c2ccc3c(Cl)c4c(nc3c2)CCCC4)CC1
  2.3, 15, 2, 6, -8, -1, -0.1, 28, 2
#34 O=C(c1ccc2c(=O)n(Cc3ccccc3)c(=S)[nH]c2c1)N1CCOCC1
  -0.2, -7, -1, 1, -4, -2, -0.4, 7, 6
#35 COC(=O)C1=C(C)N(Cc2ccccc2)C(=O)N[C@H]1c1cccc(C(F)(F)F)c1
  4.6, 10, 1, 1, 10, -3, -0.1, -10, 15
#36 O=C(OCC(=O)C12CC3CC(CC(C3)C1)C2)c1cccnc1Cl
  0.2, 5, 0, 5, -9, -2, 0.0, 0, -7
#37 Clc1ccc(-c2noc3c2-c2nc(Cc4cccc5ccccc45)sc2CC3)cc1
  3.2, -8, 2, 3, -1, -2, -0.1, 11, -2
#38 Cc1noc(C)c1CSc1ncnc2sc3c(c12)CCCCC3
  -0.1, -7, 0, 0, 16, -2, -0.2, 8, 6
#39 CCOc1ccc(-c2nnn(CC(=O)N3CCN(c4ccc(F)cc4)CC3)n2)cc1OCC
  0.7, 3, -4, -12, 6, 2, 0.0, -2, -4
#40 COc1ccc(-n2c(SCC(=O)N3CCCC(C)C3)nnc2-c2cccnc2)cc1 (stereo not drawn)
  -1.2, 1, 4, -3, 10, -2, 0.0, -2, -2
#41 C/C(=N\NC(=S)NCc1ccccc1)c1ccc(Br)cc1
  -1.8, -27, -3, 2, 5, 1, 0.3, 2, -5
#42 O=C(Nc1ccc(F)cc1)C(c1ccccc1)N1CCN(CC(=O)N2CCOCC2)CC1 (stereo not drawn)
  3.8, 12, /, -1, -4, /, 0.3, /, /
#43 O=C(c1cc(-c2ccc(Cl)c(Cl)c2)on1)N1CCCCCC1
  1.1, 8, 3, -3, -1, -2, 0.1, 7, -4
#44 O=S(=O)(/N=C(/Nc1ccccn1)c1ccccc1)c1ccc(Cl)cc1
  1.2, -3, 3, 1, -19, -1, 0.1, 6, -1
#45 CCN(CC)c1ccc(/C=c2\sc3nnc(-c4ccccc4Cl)n3c2=O)cc1
  -0.3, -1, -4, -4, -3, +, 0.7*, 8, 7
#46 CC(Oc1ccc(Cl)cc1)C(=O)N1CCN(C(=O)c2ccco2)CC1 (stereo not drawn)
  -1.0, 6, /, -3, -12, /, 0.0, /, /
#47 COc1ccc(N2CCN(C(=O)CCNS(=O)(=O)c3cc(Br)cnc3N)CC2)cc1
  0.4, 15, -4, 1, -20, -2, -0.1, -5, 2
#48 c1ccc(Nc2nc(NCCN3CCOCC3)nc(Nc3ccccc3)n2)cc1
  4.5, -1, -3, -2, -4, -1, 0.0, 8, -6
#49 Cc1cccc(Nc2nnc(SCC(=O)Nc3cccnc3Cl)s2)c1
  4.1, 12, 27*, 1, -20, -1, 0.6, -3, -3
#50 O=C(O)c1ccc(-c2noc(-c3ccccc3Cl)n2)cc1
  0.3, 11, 4, -1, 18, 0, -0.1, 5, -5
#51 COc1ccc(N(CC(=O)N2CCOCC2)S(C)(=O)=O)cc1Cl
  1.8, 6, -2, 1, -23, -2, -0.1, -7, -2
#52 O=C(Nc1ccccc1)c1ccc(-c2ccc(F)cc2)s1
  0.2, -1, -2, -4, 25, -2, -0.1, 10, -2
#53 Cn1ccnc1SCC(=O)c1cc2ccccc2o1
  1.6, 6, 4, 2, -9, 61*, -0.1, 38, 13
#54 O=C(CCc1nc2ccccc2c(=O)[nH]1)NNC(=O)COc1ccc(Br)cc1
  -0.3, -3, -12, -1, 7, 1, -0.1, -6, 5
#55 Cc1cc(-c2nn(-c3ccccc3)cc2/C=C2\SC(N)=NC2=O)ccc1OC(C)C
  -1.6, 6, 3, 0, -6, 2, -0.1, -8, -5
#56 CC(=O)Nc1c(O)nc(SCC(=O)Nc2ccc(C(C)=O)cc2)[nH]c1=O
  0.2, 4, -1, -3, 0, 0, 0.1, 2, 9
#57 CC(=O)Nc1cccc(C(=O)/C=C/c2ccc(/C=C/C(=O)c3cccc(NC(C)=O)c3)cc2)c1
  -0.1, 8, 5, 0, -2, -5, 0.8, 4, 8
#58 CC(=Nc1ccc(C)c(C)c1)C1=C(O)CSC1=O
  -0.6, 13, -4, -1, 9, 0, 0.1, 3, -4
